Cneo AK release: causes C. neoformans cell lysis. adenylate kinase release luminescence, 4 h; normalised: neutral wells 0, clomiphene wells 100. lysis activity, % at 15 µM. hit rate 0.2% among 360,000;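 active means mean lysis activity across replicates of at least 80%, whatever share of replicates individually reach that level; inactive means mean lysis activity below 80%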
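Signal: Adenylate kinase release luminescence | Assay system: Log-phase Cryptococcus neoformans yeast cells | Input: Cells at 5 × 10^6 per mL | Buffer or medium: Fresh YPD growth medium | Compound: Single dose | Schedule: Static 4 h at 37 °C with compound, 1 h detection | Controls: Clomiphene | Read-out: Luminescence rise reflecting yeast cell lysis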
INS-1E GSIS act: primary screen for activators of insulin secretion dependent on glucose, INS-1E cells, GLuc reporter luminescence; INS-1E GLuc reporter insulin secretion, 2-3 h; activation, % at 16.6 µM; hit rate 0.61% among 370,000; AID 743287;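 active means lowest replicate activation of at least 40%, so every replicate reaches that level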;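 further: 0% = median of neutral control wells and 100% = median of IBMX positive control wells; some compounds called inactive have numbers as strong as hits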
PAX8 reporter: lowers PAX8-driven luciferase in RMG-I cells; inhibition, % at 12.6 µM; RMG-I TPO-luciferase reporter, SteadyGlo, 24 h; AID 652154; hit rate 1.2% among 360,000;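 active means mean replicate inhibition at least 60% with every replicate also reaching 60%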;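 further: luciferase light reporting Pax8 driven TPO promoter activity; plate controls were median of neutral control wells for no effect and mitoxantrone controls for full effect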
PGC1a acetyl inh: modulators of PGC1a acetylation | U2OS PGC1a acetylation, AlphaScreen anti-acetyl-lysine; with virally co-expressed GCN5 acetyltransferase | inhibition, % at 15.6 µM | hit rate 0.17% among 350,000;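 active means every replicate shows inhibition of at least 40%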;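 further: 0% = neutral control wells and 100% = positive control wells; some results beyond the cut were filed as inactive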
PglD inh: blocks C. jejuni PglD acetyltransferase activity | purified PglD enzyme, DTNB colorimetric CoA detection | inhibition, % at 12.5 µM | hit rate 0.098% among 360,000 | AID 602405; in the data active means inhibition above about 16%, passing the limit was not always enough; further: strong numbers were not always called active
ARNT TACC3 PPI: disrupts binding between human ARNT and TACC3; AlphaScreen His-ARNT PAS-B/GST-TACC3 binding, luminescence; TACC3 fragment carries E629A point mutation; AID 623870; Q9Y6A5; inhibition, % at 9.99 µM; hit rate 0.66% among 390,000;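 active means mean inhibition of replicates at least 50% and at least half of replicates each reaching 50%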;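 further: 0% = complete ARNT plus TACC3 wells and 100% = ARNT alone without TACC3; many hits fall short of the cut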
LGR2 antag: inhibitors of bursicon-induced Drosophila LGR2 receptor cAMP signaling | HEK293 LGR2, CRE-luciferase, bursicon-stimulated, 4 h | inhibition, % at 9.99 µM | hit rate 0.35% among 380,000 | AID 720647;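 active means drop in luminescence signal, shown as inhibition above about 50% in the replicate tests, limit read from the data, passing the limit was not always enough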;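 further: agonist challenge used bursicon conditioned medium at about half maximal strength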
Statin myotox sup: protects C2C12 myotubes from simvastatin toxicity; ATP luminescence, 48 h; scaled: DMSO 0, geranylgeraniol control 100; rescue of ATP level, % at 7.49 µM; hit rate 0.78% among 330,000; AID 602340;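 active means mean ATP rescue above about 67%, or every replicate alone reaching that limit, limit read from the data, passing the limit was not always enough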;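 further: myotubes were challenged with 10 µM simvastatin during compound exposure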
Numbers without * were called inactive; · = not tested or not shown. No enrichment for hits; 2.9% or so of the library scored in one or more.

(1) COc1ccc(C(=O)Nc2cc(OC)c(NC(=O)Nc3ccccc3)cc2OC)cc1
(2) COc1ccc(S(=O)(=O)NCCc2c[nH]c3ccc(Cl)cc23)cc1
(3) O=C(C1=C(O)C(=O)N(Cc2ccccc2)C1c1cccnc1)c1ccco1 (stereo unspecified)
(4) C[C@H](CO)N1C[C@H](C)[C@H](CN(C)C)Oc2cc(C#CCN(C)C)ccc2S1(=O)=O
(5) COc1ccc(CCN2C(=O)C3C4CC(C5C(C(=O)O)=NOC45)C3C2=O)cc1OC (stereo unspecified)

Assay by compound	1	2	3	4	5
Cneo AK release	-2	1	-2	4	2
INS-1E GSIS act	-11	-12	·	8	·
PAX8 reporter	23	-13	6	·	2
PGC1a acetyl inh	·	8	-2	0	4
PglD inh	6	0	3	3	0
ARNT TACC3 PPI	·	7	·	4	3
LGR2 antag	3	0	·	-17	·
Statin myotox sup	-21	9	·	16	-9

(6) CC(=O)NCC(=O)OCC(=O)c1ccc(Cl)cc1
(7) Cc1ccc(-c2cccc(C3CC=CC4C3C(=O)N(Cc3ccccc3)C4c3cc(C)ccc3F)c2)cc1 (stereo unspecified)
(8) CC(=O)c1cc(-c2ccccc2)[nH]c1N1CCCC1
(9) CCCC(=O)NC(=S)Nc1ccc(Cl)cn1
(10) O=c1c2ccccc2c(C=NCCCN2CCOCC2)c(O)n1Cc1ccccc1

Assay by compound	6	7	8	9	10
Cneo AK release	1	-1	-1	17	0
INS-1E GSIS act	1	15	·	-2	·
PAX8 reporter	12	1	·	-77	·
PGC1a acetyl inh	-4	0	-3	16	-12
PglD inh	26*	-2	0	4	-1
ARNT TACC3 PPI	·	-1	-1	·	-13
LGR2 antag	20	·	·	·	·
Statin myotox sup	1	12	-13	7	-26

Brought forward from above: two compounds, then new ones.
(9) CCCC(=O)NC(=S)Nc1ccc(Cl)cn1
(10) O=c1c2ccccc2c(C=NCCCN2CCOCC2)c(O)n1Cc1ccccc1
(11) O=C(COc1ccc(S(=O)(=O)N2CCCC2)cc1)N1CCCCC1
(12) C[C@@H]1CN([C@@H](C)CO)C(=O)Cc2cc(NS(=O)(=O)c3ccc(F)cc3)ccc2O[C@@H]1CN(C)C
(13) Cc1ccc(NC(=O)N2CCCCCC2)cc1
(14) Cc1ccc(C(=O)N2CCN(c3ccc(Cl)cc3)CC2)cc1
(15) O=S(=O)(C=C(c1ccccc1)c1ccccc1)c1ccccc1

Assay by compound	9	10	11	12	13	14	15
Cneo AK release	17	0	-1	2	-5	-2	·
INS-1E GSIS act	-2	·	-4	-8	-3	·	-7
PAX8 reporter	-77	·	-11	-12	-90	·	·
PGC1a acetyl inh	16	-12	·	2	0	3	13
PglD inh	4	-1	3	6	3	6	·
ARNT TACC3 PPI	·	-13	-10	11	-1	-5	-6
LGR2 antag	·	·	-2	15	-22	·	9
Statin myotox sup	7	-26	5	-1	-5	5	·

Limited to PglD inh and INS-1E GSIS act, for three of the compounds above:
entry	SMILES	PglD inh	INS-1E GSIS act
11	O=C(COc1ccc(S(=O)(=O)N2CCCC2)cc1)N1CCCCC1	3	-4
12	C[C@@H]1CN([C@@H](C)CO)C(=O)Cc2cc(NS(=O)(=O)c3ccc(F)cc3)ccc2O[C@@H]1CN(C)C	6	-8
13	Cc1ccc(NC(=O)N2CCCCCC2)cc1	3	-3

Further results.
(16) CCC(=O)N(C)C[C@H]1Oc2cc(C#CCC(C)C)ccc2S(=O)(=O)N([C@@H](C)CO)C[C@H]1C
(17) Cc1cc(CN2CCCC(N3CCc4ccccc4C3)C2)cc(C)c1O (stereo unspecified)
(18) Cc1ccc(Cl)cc1NC(=O)N[C@@H](C)C(=O)O
(19) CO[C@H]1CN(C)C(=O)c2ccc(NS(=O)(=O)CC(F)(F)F)cc2OC[C@H](C)N(C)C[C@@H]1C
(20) COc1ccc(NC(=O)CN2C(=O)NC(C)(c3ccccc3)C2=O)cc1Cl (stereo unspecified)

Assay by compound	16	17	18	19	20
Cneo AK release	2	-1	2	·	-1
INS-1E GSIS act	4	-18	·	-3	-2
PAX8 reporter	·	-15	·	-3	2
PGC1a acetyl inh	-3	-6	2	-1	·
PglD inh	0	-4	4	·	4
ARNT TACC3 PPI	1	·	9	·	-11
LGR2 antag	8	8	·	12	-5
Statin myotox sup	-30	-12	1	·	4

(21) CN1CCC(=NNC(=O)C(=O)NCc2ccccc2)CC1
(22) CCOc1ccc(Nc2nc(Cc3nnc(SCC(=O)NCc4ccco4)n3CC)cs2)cc1
(23) COc1ccccc1-c1cnc(C(O)c2ccc(C)c(F)c2)[nH]1 (stereo unspecified)
(24) COc1cccc(N2C(=O)C3CCCN3C2c2ccc(F)cc2)c1 (stereo unspecified)
(25) CN1CCN(c2nc(-c3cc4ccccc4o3)cs2)CC1

Assay by compound	21	22	23	24	25
Cneo AK release	0	-5	0	1	·
INS-1E GSIS act	14	·	0	·	21
PAX8 reporter	·	·	-12	-9	-71
PGC1a acetyl inh	-1	4	·	2	·
PglD inh	-1	-1	-8	0	·
ARNT TACC3 PPI	0	11	·	3	-2
LGR2 antag	3	·	4	·	1
Statin myotox sup	-4	-30	9	-2	·

(26) C[C@H](CO)N1C[C@H](C)[C@H](CN(C)C(=O)NC2CCCC2)OCc2cn(nn2)CCCC1=O
(27) COCCOC(=O)N1C(=O)[C@@]2(c3cc(C#CCC(C(=O)OC)C(=O)OC)ccc31)[C@H](C(=O)N1CCN(c3ncccn3)CC1)[C@H]1C(=O)O[C@H](c3ccccc3)[C@H](c3ccccc3)N1[C@@H]2c1ccc(O)cc1
(28) Cc1noc(C)c1NC(=O)N1C[C@@H](O)COC[C@H]2O[C@H](CC(=O)NCC3CCCCC3)CC[C@@H]21
(29) C/C(=N/NC(=O)c1cccs1)c1ccco1
(30) CCOc1cc(C(=O)Nc2ccc(S(=O)(=O)Nc3nnc(CC)s3)cc2)cc(OCC)c1OCC

Assay by compound	26	27	28	29	30
Cneo AK release	-20	-1	3	·	0
INS-1E GSIS act	14	·	11	11	10
PAX8 reporter	·	12	-10	-49	-3
PGC1a acetyl inh	-9	·	-3	·	-4
PglD inh	-1	1	-1	·	0
ARNT TACC3 PPI	0	-1	4	-1	-3
LGR2 antag	-7	·	-6	-11	8
Statin myotox sup	-5	·	6	·	0

(31) O=C(Nc1nnc(Cc2ccccc2)s1)c1cccs1
(32) CCc1c(C)c2ccc(O)c(CN(C)C)c2oc1=O
(33) NC(=O)[C@@H]1CC2(CC(c3cccc(NC(=O)[C@@H]4CCC(=O)N4)c3)=NO2)CN1C(=O)Cc1ccc([N+](=O)[O-])cc1 (stereo partly specified)
(34) O=C(Nc1nnc(-c2ccccc2F)s1)C1CCCO1 (stereo unspecified)
(35) Cc1c(C(=O)OC2CCCC2)[nH]c2c1C(=O)CC(c1ccco1)C2 (stereo unspecified)

Assay by compound	31	32	33	34	35
Cneo AK release	-1	1	1	0	-1
INS-1E GSIS act	·	·	22	·	-6
PAX8 reporter	·	·	-12	-198	76*
PGC1a acetyl inh	·	12	·	-3	2
PglD inh	-8	-5	0	-6	1
ARNT TACC3 PPI	1	4	-1	-6	-6
LGR2 antag	·	·	4	·	-18
Statin myotox sup	3	-3	5	·	-35

Four entries from above, arranged by count of non-hydrogen atoms, highest first:
(17) Cc1cc(CN2CCCC(N3CCc4ccccc4C3)C2)cc(C)c1O (stereo unspecified)
(35) Cc1c(C(=O)OC2CCCC2)[nH]c2c1C(=O)CC(c1ccco1)C2 (stereo unspecified)
(14) Cc1ccc(C(=O)N2CCN(c3ccc(Cl)cc3)CC2)cc1
(18) Cc1ccc(Cl)cc1NC(=O)N[C@@H](C)C(=O)O

Assay by compound	17	35	14	18
Cneo AK release	-1	-1	-2	2
INS-1E GSIS act	-18	-6	·	·
PAX8 reporter	-15	76*	·	·
PGC1a acetyl inh	-6	2	3	2
PglD inh	-4	1	6	4
ARNT TACC3 PPI	·	-6	-5	9
LGR2 antag	8	-18	·	·
Statin myotox sup	-12	-35	5	1

The results go on.
(36) O=c1[nH][nH]c(-c2ccccc2O)c1C(C[N+](=O)[O-])c1ccc(Cl)cc1Cl (stereo unspecified)
(37) O=C(Nc1nc(-c2ccccc2)c(-c2ccccc2)o1)c1ccc(F)cc1
(38) COC(=O)c1cn(NC(=O)Cc2cccc(OC)c2)c(=O)c2ccccc12
(39) N#C[C@H]1[C@@H](c2ccc(C3=CCCCC3)cc2)[C@@H](CO)N1S(=O)(=O)c1ccccc1
(40) COC(=O)C1=C[C@@H](C(=O)OC)[C@@H]2C3=C(C(=O)C2(C)C)[C@H](c2ccccc2)[C@@H]2C(=O)N(C)C(=O)[C@@H]2[C@@H]3C1

Assay by compound	36	37	38	39	40
Cneo AK release	0	10	0	-1	0
INS-1E GSIS act	-5	·	-11	-10	2
PAX8 reporter	11	16	17	8	-22
PGC1a acetyl inh	-2	-1	2	15	·
PglD inh	2	2	3	-1	-2
ARNT TACC3 PPI	3	46*	-3	-1	·
LGR2 antag	3	·	-1	-27	-12
Statin myotox sup	18	-14	2	-56	-15

(41) COC(=O)N(C)C[C@H]1OCc2ccccc2-c2c(n(C)c3ccccc23)C(=O)N([C@@H](C)CO)C[C@H]1C
(42) Cc1c2n(c3ccccc13)CC/C2=N\O
(43) COc1ccc(S(=O)(=O)Nc2ccc3c(c2)C(=O)N([C@@H](C)CO)C[C@H](C)[C@@H](CN(C)Cc2ccc4c(c2)OCO4)OCCCC[C@@H](C)O3)cc1
(44) C=C1CCN(C(C)C(=O)OC)S(=O)(=O)c2ccccc21 (stereo unspecified)
(45) CCN(CC)C(=O)CN1CCN(c2ncccn2)CC1

Assay by compound	41	42	43	44	45
Cneo AK release	40	-5	3	0	-1
INS-1E GSIS act	-13	12	-31	-12	9
PAX8 reporter	·	2	21	-8	·
PGC1a acetyl inh	-9	·	-5	·	-4
PglD inh	0	-2	0	-1	-1
ARNT TACC3 PPI	8	-5	1	-1	3
LGR2 antag	15	-6	1	12	2
Statin myotox sup	-16	0	-200	4	12

(46) NC(=O)C1CCN(c2oc(-c3ccccc3)nc2S(=O)(=O)c2ccc(Br)cc2)CC1
(47) OC[C@H]1Nc2ccc(-c3cccc(F)c3)cc2[C@H]2[C@@H]1CCN2Cc1ccncc1
(48) C[C@H]1CN([C@@H](C)CO)C(=O)c2cc(/C=C/c3ccccc3)cnc2O[C@H]1CN(C)C(=O)c1ccc2c(c1)OCO2
(49) Cc1nc(N2CCN(C(=O)COc3ccccc3)CC2)c2c(C)c(C)sc2n1
(50) CCC(=O)N1[C@@H]2c3cccc(=O)n3C[C@H]1[C@H](CO)[C@H]2C(=O)NCc1ccc(F)cc1
(51) CC1(C)CN=c2s/c(=C\c3ccc(Cl)cc3)c(=O)n2C1
(52) C[C@@H]1CCCCO[C@@H](CN(C)S(C)(=O)=O)[C@@H](C)CN([C@H](C)CO)C(=O)c2cc(NC(=O)c3ccccc3)ccc2O1

Assay by compound	46	47	48	49	50	51	52
Cneo AK release	1	-13	4	1	2	-2	1
INS-1E GSIS act	27	2	-28	·	8	-1	8
PAX8 reporter	1	-2	12	21	-14	-13	6
PGC1a acetyl inh	2	-17	-13	17	·	5	16
PglD inh	-6	-8	0	-6	0	3	-3
ARNT TACC3 PPI	1	7	-4	-6	-19	·	-1
LGR2 antag	-3	-20	-2	·	-6	-10	-1
Statin myotox sup	2	5	12	-2	-5	18	-4
